# aSyn yeast inh: qHTS of alpha-syn Inhibitors; Yeast expressing alpha-synuclein, growth rescue, BacTiter-Glo, 24 h; AID 652106, 2013; hit rate 0.14% among 370,000; Potency, µM (series often up to 46.1 µM), for the others: at the highest dose growth rescue (activation), hits mostly activators; note: potency is the fitted concentration of half-maximal effect; % of control where 0% means no effect; nearly all actives have a fitted effect of over 65% in size
#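 Rescue of yeast growth: cells expressing toxic alpha-synuclein, induced in galactose at OD600 0.02, incubated with compound 24 h at 30 C. ATP luminescence quantified growth; inhibitors of toxicity appear as activators.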
# EPAC2 agonist: qHTS for Agonist of cAMP-regulated guanine nucleotide exchange factor 4 (EPAC2): primary screen | AID 720711, 2013 | Rap guanine nucleotide exchange factor 4 (Homo sapiens), Q8WZA2 | EPAC2 activation, biochemical qHTS; response scale: 100% = 6.5 mM cAMP response | Potency, µM (doses to about 154 µM), inactives show at the top dose activation, usual class: activators | hit rate 0.079% among 360,000; note: potency is the fitted concentration of half-maximal effect; nearly all actives have a fitted effect of over 50% in size
#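 qHTS, titration series. 100 nM EPAC2 / 250 nM Rap1B-BODIPY-GDP / 50 uM GDP; RT; ex 480/em 540 nm, 5-min reads to 30 min. Norm. to 6.5 mM cAMP = activation.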
# D3 antag: qHTS of D3 Dopamine Receptor Antagonist: qHTS. D3R cells, DiscoveRx beta-arrestin luminescence, antagonist mode; hits give low values. max response, negative = inhibition, %. hit rate 2.5% among 360,000. AID 652054, 2013; in the data active = max response below about -50%; inconclusive = no clear call, values can overlap the other calls; note: % is set by controls: 0 for no effect and ±100 for the full control effect; mostly tested at two doses, the higher about 12 µM
# Target sequence (P35462 whole entry, looked up): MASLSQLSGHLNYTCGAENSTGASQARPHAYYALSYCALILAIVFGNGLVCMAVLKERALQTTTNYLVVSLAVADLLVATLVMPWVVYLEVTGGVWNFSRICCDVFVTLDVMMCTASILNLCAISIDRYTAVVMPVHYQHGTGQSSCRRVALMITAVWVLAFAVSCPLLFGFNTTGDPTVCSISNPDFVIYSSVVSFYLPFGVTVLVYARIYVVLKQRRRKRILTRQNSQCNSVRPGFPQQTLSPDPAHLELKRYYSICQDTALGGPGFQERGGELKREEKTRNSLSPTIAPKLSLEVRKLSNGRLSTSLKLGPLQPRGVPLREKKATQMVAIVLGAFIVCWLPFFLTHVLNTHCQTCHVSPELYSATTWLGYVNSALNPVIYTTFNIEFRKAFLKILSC
#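 Cells plated overnight at 1500 cells/well, then exposed to library compounds with dopamine controls for 90 minutes at 37 degrees C. DiscoveRx reagent added for 30–60 minutes at room temperature; luminescence read, quantitative HTS format.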
# Abeta yeast res: qHTS for compounds that reverse cellular toxicity of Amyloid beta (A-beta) peptide in yeast: Primary Screen; yeast expressing A-beta42, growth rescue, OD600, 48 h; response scale: 0% DMSO, 100% iron-clioquinol control; Potency, µM (titrated, usually from 46.1 µM), without a hit: at the highest dose growth rescue, actives largely listed as activators; hit rate 0.063% among 410,000; note: potency is the fitted concentration of half-maximal effect; nearly all actives have a fitted effect of over 55% in size
#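 Yeast A-beta toxicity model in growth medium with pinned compounds, 48 h at 30 C; growth read as absorbance at 600 nm. Normalized to FeCl3/clioquinol equimolar mix (positive) and DMSO (negative).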
# FUS suppressor: qHTS for Suppressors of FUS Proteinopathy: Primary screen using FUS-linked yeast assay | hit rate 0.24% among 390,000 | Potency, µM (doses to about 76.6 µM), inactives show at the top dose growth rescue (activation), usual class: activators | S. cerevisiae FUS-expressing, growth rescue, OD600, 24 h;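 note: potency is the fitted concentration of half-maximal effect; plate controls were DMSO vehicle for no effect and reference control for full effect; nearly all actives have a fitted effect of over 55% in size; some results filed as inactive show a strong effect at the top dose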
#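 Yeast FUS proteinopathy model; galactose-induced FUS (2%), starting OD 0.005. Cpds in dilution series, 24hr, 30C, 99% humidity. Abs 600 nm growth. Pos ctrl CP55940 (top 92uM final); neg ctrl DMSO.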
# EPAC2 antagonist: qHTS for Antagonist of cAMP-regulated guanine nucleotide exchange factor 2 (EPAC2): primary screen; Rap guanine nucleotide exchange factor 4 (Homo sapiens), Q8WZA2; EPAC2 GEF exchange of Rap1B-BODIPY-GDP, fluorescence; Potency, µM (doses to about 114 µM), without a hit: at the highest dose activity, negative = inhibition, hits mostly inhibitors; hit rate 0.18% among 360,000; note: potency is the fitted concentration of half-maximal effect; % is set by controls: 0 for no effect and ±100 for the full control effect; nearly all actives have a fitted effect of over 45% in size; many of its hits are not listed in these tables
# DRD3 agonist: qHTS of D3 Dopamine Receptor Agonist: qHTS; AID 652048, 2013; hit rate 0.58% among 410,000; max activation, %; D3R DiscoveRx beta-arrestin cells, luminescence, 90 min; D(3) dopamine receptor (Homo sapiens), P35462; in the data active = max activation above about 30%; note: 0% is about no effect; mostly tested at two doses, the higher about 12 µM
#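 Cells at 1500/well, incubated overnight, then treated with pinned compounds (dopamine as control) for 90 min at 37 degrees C. DiscoveRx reagent added for 30 - 60 minutes at room temperature; luminescence read.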
# TDP-43 yeast inh: qHTS of TDP-43 Inhibitors; TDP-43 expressing yeast growth rescue, BacTiter-Glo, 24 h; Potency, µM (highest dose often 46.1 µM), inactives show top-dose growth rescue (activation), usual class: activators; hit rate 1.8% among 410,000; note: potency is the fitted concentration of half-maximal effect; % of control where 0% means no effect; nearly all actives have a fitted effect of over 50% in size
#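 Cell-based yeast growth screen: TDP-43 expression induced in galactose, inoculum OD600=0.02 after raffinose pregrowth to mid-log. Read-out BacTiter-Glo luminescence at 24 hr, 30 deg C; inhibition of toxicity seen as signal increase.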
# Active calls of the source: *; ? = inconclusive; . = no result given; [ ] = dose if it differs, or a comment. Unless noted, calls come from the whole dose curve; as a rule, active = well fitted curve in the direction sought with a large enough effect; inconclusive = small, poorly fitted or top-dose-only effect, or another doubt; inactive = no such curve, though single readings can be large; an effect the other way counts as inactive or inconclusive. A portion of the library. The share of hits here may be higher or lower than overall.
SMILES,aSyn yeast inh,EPAC2 agonist,D3 antag,Abeta yeast res,FUS suppressor,EPAC2 antagonist,DRD3 agonist,TDP-43 yeast inh
c1ccc(COc2ccccc2CNc2nn[nH]n2)cc1,3%,-1%,15,6%,-26%,-2%,-8,3%
COc1ccc([C@H]2CC(=O)C=C(c3cc(C=O)ccc3OC)C2)cc1OC,-14%,7%,14,9%,17%,-23%,-2,6%
O=C(c1ccc2c(c1)C(=O)N(Cc1ccco1)C2=O)N1CCOCC1,0%,1%,13,3%,24%,11%,3,-35%
Cc1cc2c(cc1S(=O)(=O)NCc1ccc(F)cc1)OCC(=O)N2,.,.,.,-6%,-25%,.,-4,3%[9.22 µM]
CC1CCC2(CC1)NC(=O)N(CC(=O)Nc1ccccc1-c1ccccc1)C2=O (stereo not given),6%,5%,8,15%,16%,-16%,-3,-1%
O=C(c1ccc(CS(=O)Cc2ccccc2Cl)o1)N1CCN(C2CCCCC2)CC1 (stereo not given),5%,5%,1,4%,-9%,1%,4,12%
COCCCn1cnc2c(c1=O)c1nc3ccccc3nc1n2-c1ccc(C)cc1,-3%,-15%,-11,8%,-12%,-11%,11,5%
CC(=O)Nc1ccc2nc(SCCOc3ccccc3)sc2c1,.,.,.,-9%,3%,.,5,16%
COC(=O)C(c1ccccc1)C(CC(=O)c1ccccc1)c1ccccc1 (stereo not given),1%,3%,23,-10%,35%,?,4,13%
CN(C)C(CNc1ncnc2sccc12)c1ccccc1 (stereo not given),0%,11%,?,12%,16%,3%,-17,-7%
C=CC[C@H](CC(=O)N(CCO)Cc1ccccc1)C(=O)NCCOC(=O)[C@@H](CC=C)Cc1ccc(F)cc1,-1%,10%,-27,4%,39%,-1%,-12,7%
Cc1cc(-c2nnc(CCC(=O)NCc3cccc(C(F)(F)F)c3)o2)no1,-2%,24%,-15,9%,8%,-6%,-4,13%
O=C(CCC(=O)Nc1ccccc1)NNC(=O)C(c1ccccc1)c1ccccc1,-2%,-2%,0,-3%,.,0%,-4,4%
CC(=O)Nc1ccc(NC(=O)CCCNC(=O)c2ccc(Cl)cc2)cc1,-1%,9%,-17,-2%,10%,-1%,-7,-24%
CCOc1ccc(C(=O)Nc2ccc(-c3cc4ccccc4oc3=O)c(C)c2)cc1[N+](=O)[O-],-3%,11%,-28,8%,-23%,19%,1,19%
O=C1C(=O)N(CCN2CCOCC2)C(c2ccc([N+](=O)[O-])cc2)/C1=C(/O)c1ccc2c(c1)OCO2 (stereo not given),-2%,21%,-26,14%,?,-9%,-5,-14%
COc1ccc(NC(=O)c2cc(C)n(Cc3cccs3)c2C)cc1,-4%,11%,3,9%,45%,-10%,-11,-7%[1.82 µM]
CCOC(=O)Cc1cc(=O)n2[nH]cc(-c3ccc(Cl)cc3)c2n1,4%,-10%,24,-12%,44%,-3%,-2,-4%
COc1ccc(S(=O)(=O)N(CCc2ccccc2)CC(=O)NCc2ccccc2)cc1OC,.,.,.,-7%,28%,.,-10,1%
O=C1CN(C(=O)COc2ccc(F)cc2Cl)c2ccccc2N1,3%,-1%,-20,-9%,4%,-11%,-12,6%
CC(=O)c1ccc(S(=O)(=O)N2CCN(c3nn(C)c(=O)n(C)c3=O)CC2)cc1,-4%,-8%,1,-24%,23%,-11%,-4,-2%
O=C1CCCc2cc(S(=O)(=O)N3CCC(C(=O)NCc4ccccc4)CC3)ccc2N1,-6%,8%,5,4%,-5%,1%,4,-9%
CC1(C)OC(=O)C2=C(C[C@@H](CCC(F)(F)F)O[C@H]2c2ccc(F)cc2)O1,-16%,-1%,19,3%,8%,-10%,10,8%
Cc1csc(NC(=O)c2ccc(Cl)nc2)n1,-1%,-1%,-1,-1%,10%,14%,3,1%
CCOc1ccc(NC(=O)c2ccc3c(c2)CCN3S(=O)(=O)CC)cc1,.,.,.,-25%,4%,.,-6,-9%
O=C(Nc1nnc([C@@H]2C[C@H](O)[C@@H](CO)O2)s1)c1ccccc1Cl,2%,3%,-18,-6%,-22%,10%,0,-4%
Cc1ccc(NC(=O)N2CCC(C(=O)NCCC3=CCCCC3)CC2)cc1,1%,4%,9,5%,8%,3%,3,5%
CCCN1C(=O)c2[nH]nc(-c3cc(Cl)c(C)cc3O)c2C1c1ccc(O)c(OC)c1 (stereo not given),6%,-4%,37,?,15%,-6%,1,6%
Cc1ccc(C)c(NC(=O)c2nnn(Cc3ccccc3C)c2N)c1,13%,21%,-7,-12%,17%,-6%,-3,?
O=S(=O)(Nc1ccccc1)c1cccc2nsnc12,3%,-14%,35,-4%,17%,2%,1,-12%[1.82 µM]
CCCCCCCN1CCN=C1N(C)C,-10%,1%,10,-18%,-32%,15%,-3,17%
CC1(C)Cc2ccccc2C(=NC(Cc2c[nH]c3ccccc23)C(=O)O)N1 (stereo not given),-2%,12%,2,3%,-11%,-7%,10,1%
COC(C[C@@H]1O[C@H]1[C@H](O)COCc1ccccc1)OC,-5%,5%,-2,1%,-6%,-11%,-1,-8%
COc1c[nH]n(-c2ccccc2)c(=O)c1=O,-6%,-1%,-3,-24%,14%,4%,1,-29%
FC(F)(F)c1ccc(/C=N/N2CCN(Cc3cccc4ccccc34)CC2)cc1,-16%,13%,2,11%,12%,-7%,-2,?
CN(C)CCCn1c(NC(=O)C2CCCCC2)nc2ccccc21,2%,-8%,-52*,12%,-6%,6%,-22,-5%
CCCN(Cc1cc(=O)[nH]c2ccccc12)C(=O)CC,-3%,-1%,4,-13%,0%,4%,-15,-4%
CCOC(=O)c1ccc(NC(=O)CSc2nnc(CC)o2)cc1,-2%,7%,-3,-22%,16%,3%,2,12%
CCS(=O)(=O)c1ncc(N(Cc2cccc(F)c2)Cc2ccco2)c(C(=O)Nc2ccccc2Cl)n1,.,.,.,4%,-16%,.,8,21%
CCN1CCN(C2=C(NS(=O)(=O)c3ccc(NC(C)=O)cc3)C(=O)c3ccccc3C2=O)CC1,-13%,10%,-23,-30%,-9%,-3%,2,-4%

# Among those listed so far, 2 contain a nitro group on carbon.
SMILES,aSyn yeast inh,EPAC2 agonist,D3 antag,Abeta yeast res,FUS suppressor,EPAC2 antagonist,DRD3 agonist,TDP-43 yeast inh
CCOc1ccc(C(=O)Nc2ccc(-c3cc4ccccc4oc3=O)c(C)c2)cc1[N+](=O)[O-],-3%,11%,-28,8%,-23%,19%,1,19%
O=C1C(=O)N(CCN2CCOCC2)C(c2ccc([N+](=O)[O-])cc2)/C1=C(/O)c1ccc2c(c1)OCO2 (stereo not given),-2%,21%,-26,14%,?,-9%,-5,-14%

# The listing continues:
SMILES,aSyn yeast inh,EPAC2 agonist,D3 antag,Abeta yeast res,FUS suppressor,EPAC2 antagonist,DRD3 agonist,TDP-43 yeast inh
O=c1onc(-c2cccs2)n1Cc1ccccc1,-1%,-1%,10,-18%,4%,5%,-7,13µM*
CCOc1cc(CNCCO)cc(Br)c1OCc1cccs1,10%,1%,-14,8%,-21%,-1%,-4,-13%
CCN1CC2([N+](=O)[O-])CC=C(OC)C([N+](=O)[O-])(C1)C2 (stereo not given),5%,11%,6,-3%,-1%,5%,-16,0%
O=C(CCNC(=O)c1ccccc1Cl)Nc1cc(C(F)(F)F)ccc1N1CCCC1,-1%,-12%,10,4%,.,-3%,3,?
CC(/C=C/c1ccccc1)=N\NC(=O)c1ccc(Br)cc1,-7%,8%,10,-11%,-1%,5%,2,-1%
Cc1ccc(C(=O)N2CCCC(Nc3ccc(C(C)C)cc3)C2)cn1 (stereo not given),0%,0%,0,3%,-7%,1%,-1,2%
COc1ccc(-c2noc(-c3cc(-c4ccc(F)cc4)n[nH]3)n2)cc1,.,.,.,-9%,-10%,.,7,7%
CC(=O)c1ccc(NC(=O)CCC(=O)N2CC(C)Oc3ccc(C)cc32)cc1 (stereo not given),-4%,1%,9,8%,-7%,-8%,6,13%
COc1ccc(NC(=S)NCCN2CCC(C)CC2)cc1Cl,5%,2%,-13,-38%[inhibitor],12%,9%,-11,-15%
O=C(C(=O)N1CCN(c2ccccc2F)CC1)c1c[nH]c2ccccc12,7%,-4%,-2,11%,17%,3%,3,?
COc1cccc(OC)c1-c1cnc(NC(C)=O)cn1,2%,7%,16,-4%,-19%,1%,6,14%
Cc1ccc(NC(=O)CSc2nnc(-c3cc(C)[nH]n3)n2N)c(C)c1,0%,-5%,0,-2%,2%,6%,4,-5%
Oc1ccc(Br)cc1CNc1cccc2cccnc12,-83%[inhibitor],13%,?,-57%[inhibitor],36%,?,-10,-94%[inhibitor]
Cc1cc(C)n2ncc(C(=O)O)c2n1,1%,7%,4,4%,-4%,10%,1,-11%
CCOc1ccc(Oc2nc(NC)nc(N3CCOCC3)n2)nn1,.,.,.,-17%,11%,.,-13,-8%
O=C(O)c1ccc(NC(=O)c2ccc(Cl)cc2)c(NC(=O)c2ccc(Cl)cc2)c1,-2%,-2%,-2,10%,?,0%,0,0%
O=C(c1cccc(C(=O)N2CCN(c3ccccc3F)CC2)c1)N1CCN(c2ccccc2F)CC1,2%,5%,-24,-13%,?,-13%,0,-13%
CCCn1nc(C(=O)NNC(=O)CCCOc2ccc(OC)cc2)c2ccccc2c1=O,2%,0%,12,-3%,14%,3%,7,14%
CCCC(=O)Oc1ccc(-c2nccc(C(OC)OC)n2)cc1,2%,6%,15,6%,3%,3%,-3,-10%[0.397 µM]
CCc1cccc(NC(=O)c2cc3c(=O)oc4ccc(C)cc4c3s2)c1,.,.,.,-8%,-21%,.,-4,1%
Cc1ccc(-c2nnc(SCC(=O)N3CCCc4ccccc43)n2N)cc1,5%,6%,18,-4%,2%,6%,-1,-7%
CC(C)c1nc(C#N)c(NCCCn2ccnc2)o1,-9%,5%,6,13%,-15%,15%,-1,-8%
CC(C)(C)c1ccc(S(=O)(=O)NCC(=O)N2CCCC2)cc1,5%,4%,5,17%,8%,6%,1,0%

# Bioassay records as filed in PubChem.
